# STK33 kin inh = blocks human STK33 kinase activity; AID 2322; actives 0.44% (n = 27,000); inhibition, % at 12.5 µM; ADP-Glo luminescence, MBP substrate; in the data active means inhibition above about 20%
# Target sequence (Q9BYT3 whole entry, looked up): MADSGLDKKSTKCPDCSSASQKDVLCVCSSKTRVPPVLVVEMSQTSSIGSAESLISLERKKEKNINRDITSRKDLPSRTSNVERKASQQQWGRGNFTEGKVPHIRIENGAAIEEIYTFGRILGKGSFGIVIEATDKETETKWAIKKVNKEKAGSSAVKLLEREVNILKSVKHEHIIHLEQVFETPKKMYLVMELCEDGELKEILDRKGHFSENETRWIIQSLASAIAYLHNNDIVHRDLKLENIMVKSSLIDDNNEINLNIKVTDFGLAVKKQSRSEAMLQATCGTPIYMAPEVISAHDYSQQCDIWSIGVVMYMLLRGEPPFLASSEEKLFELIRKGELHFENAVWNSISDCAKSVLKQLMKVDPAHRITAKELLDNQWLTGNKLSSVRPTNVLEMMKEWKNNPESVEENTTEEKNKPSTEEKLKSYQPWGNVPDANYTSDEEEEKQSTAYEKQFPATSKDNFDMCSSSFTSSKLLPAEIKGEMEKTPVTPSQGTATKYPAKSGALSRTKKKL
# p53 PUMA act = restores mutant p53 pathway signaling in SW480 cells | AID 624151 | actives 1.5% (n = 28,000) | SW480 PUMA-promoter luciferase, p53 mutant reactivation | activation, % at 9.98 µM; in the data active means activation above about 52%
# Active calls of the source: *; · = not tested or not shown. These rows are one share of the data (hit frequency here may not be typical).
SMILES,STK33 kin inh,p53 PUMA act
Cc1noc(C)c1S(=O)(=O)N(C)C[C@@H]1Oc2ccc(NC(=O)Nc3ccccc3)cc2CC(=O)N([C@H](C)CO)C[C@@H]1C,-1,1
CC(C)c1ccc(NC(=O)CN(C)S(=O)(=O)c2ccc(F)cc2)cc1,-2,15
COc1ccc(F)cc1S(=O)(=O)Nc1cccc(S(=O)(=O)N2CC3(C)CC2CC(C)(C)C3)c1 (centres undefined),-4,-9
C[C@H](CO)N1C[C@H](C)[C@H](CN(C)Cc2ccc(Oc3ccccc3)cc2)Oc2ccc(NC(=O)NC3CCCCC3)cc2CC1=O,2,·
O=C(/C=C/c1ccccc1)c1ccc(O[C@@H]2O[C@H](CO)[C@@H](O)[C@H](O)[C@H]2O)cc1O,-1,·
COC(=O)c1nnn(CC(=O)N(Cc2ccccc2)c2ccc(Br)cc2)c1C(=O)OC,·,18
COc1cccc(NC(=O)CCc2nc(-c3ccc(C)cc3)no2)c1,-3,6
COc1ccc(-c2cnc3c(c2)C(=O)N([C@H](C)CO)C[C@@H](C)[C@@H](CN(C)C(=O)Cc2ccccn2)O3)cc1,·,6
C[C@@H]1CN([C@H](C)CO)S(=O)(=O)c2ccc(Br)cc2O[C@@H]1CN(C)C,·,-8
CC(C)NC(=O)Nc1cccc2c1O[C@@H](CN(C)Cc1ccc(Cl)c(Cl)c1)[C@H](C)CN([C@@H](C)CO)C2=O,·,-4
CNC[C@H]1OCCCC[C@@H](C)Oc2ccc(NC(=O)Nc3c(C)noc3C)cc2C(=O)N([C@H](C)CO)C[C@@H]1C,-6,·
COc1ccc(OC)c(NC(=O)c2ccc(CSc3nnc(C)s3)cc2)c1,0,62*
C[C@@H]1CN([C@@H](C)CO)C(=O)c2cc(NC(=O)Nc3ccc4c(c3)OCO4)ccc2O[C@@H]1CN(C)Cc1ccc(Oc2ccccc2)cc1,4,·
COc1ccc(CN(C)C[C@H]2Oc3c(NC(=O)c4ccncc4)cccc3C(=O)N([C@@H](C)CO)C[C@@H]2C)cc1,·,0
CC(C)NC(=O)Nc1ccc2c(c1)CC(=O)N([C@@H](C)CO)C[C@H](C)[C@@H](CN(C)CC1CCCCC1)O2,3,·
COc1ccc(S(=O)(=O)N(C)C[C@H]2OCCCC[C@@H](C)Oc3ccc(NS(=O)(=O)c4ccccc4)cc3C(=O)N([C@H](C)CO)C[C@@H]2C)cc1,3,·
Nc1nc(NCCc2ccc(O)cc2)nc2nc(-c3ccco3)nn12,·,24
C[C@H]1CN([C@@H](C)CO)C(=O)Cc2cc(NC(=O)Cc3cn(C)c4ccccc34)ccc2O[C@@H]1CN(C)S(=O)(=O)c1cn(C)cn1,2,-2
CC(C)NC(=O)Nc1ccc2c(c1)C(=O)N([C@@H](C)CO)C[C@H](C)[C@@H](CN(C)C(=O)Nc1ccccc1)OCCCC[C@@H](C)O2,·,26
C[C@H]1CN([C@@H](C)CO)C(=O)Cc2cc(NC(=O)c3ccncc3)ccc2O[C@@H]1CN(C)S(C)(=O)=O,4,·
CCOC(=O)c1c(NC(=O)CSc2ncn[nH]2)sc2c1CCC2,3,-15
C[C@@H]1CN([C@@H](C)CO)C(=O)Cc2cc(NC(=O)C3CC3)ccc2O[C@H]1CN(C)Cc1ccc(Cl)c(Cl)c1,·,6
O=C(/C=C/c1ccccc1)OC[C@H]1O[C@@H](O[C@@H]2CC(C(=O)O)=C[C@@H](O)[C@H]2O)[C@H](O)[C@@H](O)[C@@H]1O,0,·
C[C@@H]1CN([C@@H](C)CO)C(=O)Cc2cc(NS(C)(=O)=O)ccc2O[C@@H]1CN(C)S(C)(=O)=O,-2,·
C[C@H](CO)N1C[C@H](C)[C@H](CN(C)C(=O)c2ccc(N3CCN(C)CC3)cc2)OCc2cn(nn2)CCCC1=O,-1,-4
S=c1[nH]nc(-c2cccnc2)n1C1CCCCC1,·,-6
Cc1noc(C)c1NC(=O)N(C)C[C@H]1Oc2ccc(NC(=O)Nc3ccccc3)cc2CC(=O)N([C@@H](C)CO)C[C@@H]1C,-3,·
Nc1cc(N)nc(SCC(=O)N(c2ccccc2)c2ccccc2)n1,2,2
Cn1c(SCC(=O)Nc2ccc(I)cc2)nnc1-c1ccc(Cl)cc1,-1,-13
COc1ccc(S(=O)(=O)N(C)C[C@H]2OCc3cn(nn3)CCCC(=O)N([C@H](C)CO)C[C@H]2C)cc1,-2,·
C[C@@H]1CN([C@H](C)CO)C(=O)Cc2cc(N(C)C)ccc2O[C@H]1CN(C)C(=O)Nc1ccc(C(F)(F)F)cc1,-3,·
C[C@H](CO)N1C[C@H](C)[C@H](CN(C)C(=O)Nc2ccc(F)cc2)Oc2ccc(NC(=O)CCC(F)(F)F)cc2CC1=O,2,·
CC(C)NC(=O)N(C)C[C@H]1Oc2cc(C#Cc3ccccn3)ccc2S(=O)(=O)N([C@H](C)CO)C[C@@H]1C,·,-1
C[C@H]1CN([C@@H](C)CO)C(=O)c2cc(NC(=O)Nc3ccc(C(F)(F)F)cc3)ccc2O[C@@H]1CN(C)Cc1ccc(Cl)c(Cl)c1,0,·
C[C@H](CO)N1C[C@H](C)[C@@H](CN(C)C(=O)Nc2ccc(F)cc2)Oc2ccc(NC(=O)c3ccncc3)cc2C1=O,2,5
COC(=O)CSc1nc(N(C)C)nc(N(C)C)n1,-6,0
C[C@H]1CN([C@@H](C)CO)C(=O)c2cc(-c3cccc(C(=O)N(C)C)c3)cnc2O[C@@H]1CN(C)C(=O)Cc1ccccn1,·,4
CC(=O)N[C@H]1[C@H](O[C@H]2CC[C@@]3(C)C(CC[C@]4(C)C3CC=C3[C@@H]5CC(C)(C)CC[C@]5(C(=O)OC5OCC(O)C(O)C5O)C(O)C[C@]34C)C2(C)C)O[C@H](COC2OCC(O)C(OC3OCC(O)C(O)C3O)C2O)[C@@H](O[C@@H]2O[C@@H](C)[C@H](O)[C@@H](O)[C@H]2O[C@@H]2O[C@@H](C)[C@H](O)[C@@H](O)[C@H]2O)[C@@H]1O (some centres undefined),0,10
C=CCN1CCc2c(cc(O)c(O)c2Cl)C(c2ccccc2)C1 (centres undefined),0,-14
C[C@H]1CN([C@@H](C)CO)C(=O)c2cc(NC(=O)C3CCCCC3)ccc2O[C@H]1CN(C)Cc1ccc2c(c1)OCO2,-2,·
CC(C)NC(=O)Nc1ccc2c(c1)CC(=O)N([C@@H](C)CO)C[C@@H](C)[C@@H](CN(C)C(=O)Nc1ccc(C(F)(F)F)cc1)O2,0,·
CN([NH2+][O-])c1cc(O)ccc1O,-3,-1
C[C@@H]1CN([C@@H](C)CO)C(=O)c2cccc(NS(=O)(=O)c3ccccc3)c2O[C@H]1CN(C)C(=O)Nc1ccccc1,·,6
N#Cc1c(C(F)(F)F)cc(-c2cccs2)nc1SCC(=O)Nc1ccccc1C(F)(F)F,2,-6
Cc1c(C)c2c(c(C)c1O)CCC(C)(C(=O)O)O2 (centres undefined),2,-1
CC1=C2C[C@@]3(C)[C@@H](CCC[C@@H]3C)C[C@@]2(O)OC1=O,2,·
COC(=O)c1ccc(Oc2ccc(Cl)cc2Cl)o1,-2,·
C[C@H](CO)N1C[C@H](C)[C@H](CN(C)C(=O)C2CCOCC2)Oc2cc(C3=CCCCC3)ccc2S1(=O)=O,·,8
C[C@H]1CN([C@@H](C)CO)C(=O)c2cc(N(C)C)ccc2O[C@H]1CN(C)S(=O)(=O)c1ccc(Cl)cc1,-3,·
Cc1noc(C)c1NC(=O)Nc1ccc2c(c1)C(=O)N([C@@H](C)CO)C[C@H](C)[C@H](CN(C)S(=O)(=O)c1cccs1)O2,3,·
O=C(CSc1nnnn1-c1ccccc1)Nc1ccc(-c2nc3ccccc3s2)cc1,10,30
O=C(CSc1ccccn1)Nc1ccc(Cl)cc1,-1,-25
Cc1noc(C)c1NC(=O)N(C)C[C@H]1OCCCC[C@H](C)Oc2ccc(NS(=O)(=O)c3cccs3)cc2C(=O)N([C@H](C)CO)C[C@@H]1C,·,1
C[C@H](CO)N1C[C@H](C)[C@@H](CN(C)S(=O)(=O)c2ccc(Oc3ccccc3)nc2)OCc2cnnn2CCCC1=O,-1,·
COc1ccccc1CN1C(=O)c2ccccc2[C@@]2(Cc3ccccc3N(CCN3CCOCC3)C2=O)[C@@H]1c1ccc(CO)cc1,1,·
COc1c(S(=O)(=O)NCCN2CCOCC2)ccc(Cl)c1Cl,5,2
CCN1CCCC(OC(=O)C(c2ccccc2)c2ccccc2)C1 (centres undefined),-3,-5
O=C(CSc1n[nH]c(-c2ccncc2)n1)N1c2ccccc2Sc2ccccc21,2,-11
O=C(Nc1ccccc1)C12CC1/C(=N\O)c1ccccc1O2 (centres undefined),·,25
C[C@@H]1CN([C@H](C)CO)S(=O)(=O)c2ccc(-c3cccnc3)cc2O[C@@H]1CN(C)C(=O)c1cccc(F)c1,·,-5

# Sorted by count of non-hydrogen atoms (highest first): 4 of the compounds above
SMILES,STK33 kin inh,p53 PUMA act
C[C@@H]1CN([C@H](C)CO)S(=O)(=O)c2ccc(-c3cccnc3)cc2O[C@@H]1CN(C)C(=O)c1cccc(F)c1,·,-5
C[C@H]1CN([C@@H](C)CO)C(=O)c2cc(N(C)C)ccc2O[C@H]1CN(C)S(=O)(=O)c1ccc(Cl)cc1,-3,·
N#Cc1c(C(F)(F)F)cc(-c2cccs2)nc1SCC(=O)Nc1ccccc1C(F)(F)F,2,-6
COc1c(S(=O)(=O)NCCN2CCOCC2)ccc(Cl)c1Cl,5,2

# Single records, from the list above.
# `O=C(Nc1ccccc1)C12CC1/C(=N\O)c1ccccc1O2` (centres undefined) across the screens: STK33 kin inh: ·; p53 PUMA act: 25
# `CC(C)NC(=O)Nc1ccc2c(c1)CC(=O)N([C@@H](C)CO)C[C@@H](C)[C@@H](CN(C)C(=O)Nc1ccc(C(F)(F)F)cc1)O2` across the screens: STK33 kin inh: 0; p53 PUMA act: ·

# (next part)
SMILES,STK33 kin inh,p53 PUMA act
NCCCCCCNC(=O)[C@@H]1C[C@@H]2C(=O)N[C@@H](Cc3ccccc3)C(=O)N2[C@@H]1c1ccc(O)cc1,-3,·
C[C@H]1CCCCO[C@@H](CN(C)C)[C@@H](C)CN([C@@H](C)CO)C(=O)c2cc(NS(=O)(=O)c3cn(C)cn3)ccc2O1,·,0
C[C@H]1CCCCO[C@H](CN(C)Cc2ccccc2)[C@@H](C)CN([C@@H](C)CO)C(=O)c2cc(NC(=O)Nc3ccc4c(c3)OCO4)ccc2O1,·,-9
C[C@@H]1CN([C@H](C)CO)C(=O)Cc2cc(NC(=O)C3CC3)ccc2O[C@@H]1CN(C)Cc1ccc(C(=O)O)cc1,0,·
COc1ccc(C#Cc2ccc3c(c2)O[C@@H](CN(C)S(=O)(=O)c2ccccc2F)[C@@H](C)CN([C@@H](C)CO)S3(=O)=O)cc1,·,-20
S=C(Nc1ccc(Cl)cc1)N1CCN=C1Nc1ccc(Cl)cc1,·,-8
COc1cccc(NC(=O)N(C)C[C@@H]2OCc3cn(nn3)CCCC(=O)N([C@H](C)CO)C[C@H]2C)c1,-2,·
CCn1c(SCC(=O)Nc2ccccc2OC)nnc1-c1ccco1,-5,6
O=C(Oc1ccccc1N1CCOCC1)c1cccnc1Sc1ccc(Cl)cc1,·,-11
CCOc1ccc2nc(Nc3nc(C)cc(=O)[nH]3)nc(C)c2c1,0,46
C[C@H](CO)N1C[C@H](C)[C@H](CN(C)C(=O)CCCN(C)C)OCCCC[C@H](C)Oc2ccc(NS(=O)(=O)c3ccccc3)cc2C1=O,·,-5
CC(O)CCCC1Cc2cccc(O)c2C(=O)O1 (centres undefined),1,·
C[C@@H]1CCCCO[C@@H](CN(C)C(=O)Nc2cccc3ccccc23)[C@@H](C)CN([C@@H](C)CO)C(=O)c2cc(N(C)C)ccc2O1,·,-14
C[C@H]1CN([C@@H](C)CO)C(=O)c2cc(C3=CCCCC3)cnc2O[C@H]1CN(C)C(=O)Cc1ccccc1,·,6
COc1ccc(S(=O)(=O)Nc2ccc3c(c2)CC(=O)N([C@@H](C)CO)C[C@H](C)[C@H](CN(C)S(=O)(=O)c2ccccc2)O3)cc1,-2,10
COC(=O)c1ccccc1NC(=O)CSc1nc2ncccc2[nH]1,-1,-8
CN1C(=O)C(Cc2c[nH]c3ccccc23)NC1=S (centres undefined),·,17
COc1ccc(CCN2C(=O)[C@@]3(Cc4ccccc42)c2ccccc2C(=O)N(Cc2ccccc2C(F)(F)F)[C@H]3c2ccc(CO)cc2)cc1,3,·
C[C@@H]1CN([C@H](C)CO)C(=O)CCCn2nncc2CO[C@H]1CN(C)S(=O)(=O)c1ccc(Oc2ccccc2)cc1,0,·
COC(=O)CNC(=O)c1cc(-c2ccncc2)nc2c(C)c(Cl)ccc12,2,-23

# Structures listed so far that have a thiophene ring, fused or not (four):
SMILES,STK33 kin inh,p53 PUMA act
CCOC(=O)c1c(NC(=O)CSc2ncn[nH]2)sc2c1CCC2,3,-15
N#Cc1c(C(F)(F)F)cc(-c2cccs2)nc1SCC(=O)Nc1ccccc1C(F)(F)F,2,-6
Cc1noc(C)c1NC(=O)Nc1ccc2c(c1)C(=O)N([C@@H](C)CO)C[C@H](C)[C@H](CN(C)S(=O)(=O)c1cccs1)O2,3,·
Cc1noc(C)c1NC(=O)N(C)C[C@H]1OCCCC[C@H](C)Oc2ccc(NS(=O)(=O)c3cccs3)cc2C(=O)N([C@H](C)CO)C[C@@H]1C,·,1

# Next compounds follow.
SMILES,STK33 kin inh,p53 PUMA act
C[C@@H]1CN([C@H](C)CO)C(=O)CCCn2cc(nn2)CO[C@H]1CN(C)C(=O)Nc1ccc2c(c1)OCCO2,-1,21
COCCCNc1ncnc(N)c1[N+](=O)[O-],3,-10
O=C(CSc1nc2ccccc2s1)Nc1cccc(Cl)c1Cl,1,12
C[C@@H]1CCCCO[C@@H](CN(C)S(=O)(=O)c2cccs2)[C@@H](C)CN([C@@H](C)CO)C(=O)c2cc(NS(=O)(=O)c3cccs3)ccc2O1,·,1
COc1ccc(NC(=O)N(C)C[C@@H]2Oc3ccc(NS(=O)(=O)c4ccc(F)cc4)cc3C(=O)N([C@H](C)CO)C[C@@H]2C)cc1,·,7
CN(C)CC(=O)Nc1ccc2c(c1)[C@H]1C[C@@H](CC(=O)NCc3cccnc3)O[C@H](CO)[C@H]1O2,·,-1
CC(C)(C)c1cn2c3ccccc3nc2n1CCNC1CCCCC1,0,9
